UHRF1 binding: blocks human UHRF1 binding to methylated DNA; Q96T88; UHRF1 binding to methylated oligo, TR-FRET; AID 687016; hit rate 0.75% among 370,000; inhibition, % at 4.4 µM; in the data active = inhibition above about 21%;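 note: UHRF1 SRA domain binding a hemimethylated CpG hairpin DNA probe; 0% = median of test compound wells and 100% = reference inhibitor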
PLCg1 inh: inhibitors of human phospholipase C gamma1 | purified PLC-gamma1, fluorogenic substrate, fluorescence | inhibition, % at 12.2 µM | hit rate 0.84% among 370,000 | AID 720700; in the data active = inhibition above about 9.5%
ARFGAP1 inhibitor: rat ARFGAP1 inhibition. Q62848. Arfgap1-stimulated ARF1 GTP hydrolysis, GDP FP detection. inhibition, % at 16.5 µM. hit rate 0.26% among 360,000;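 active = inhibition above a per-plate limit, mean inhibition of low control wells plus 3 SD, cut at about 25% in these data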;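 note: 0% = DMSO wells with enzyme and 100% = wells lacking Arfgap1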
Target sequence (Q62848 1-136 limits assumed): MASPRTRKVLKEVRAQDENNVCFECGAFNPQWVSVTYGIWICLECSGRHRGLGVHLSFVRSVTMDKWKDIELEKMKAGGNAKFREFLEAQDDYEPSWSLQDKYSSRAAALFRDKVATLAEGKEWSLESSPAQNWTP
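material = rat Arfgap1 catalytic domain, aa 1-136 | also added = human ARF1(Δ1-17)-GTP substrate | compound dosing = one concentration, 16.5 µM, DMSO 1.26% | times = GTP hydrolysis reaction 2 h at 25 °C | measured by = FP, GDP Alexa 633 tracer displaced from anti-GDP antibody, 620/688 nm | evaluation = percent inhibition of Arfgap1-stimulated GTP hydrolysis | replication = single well per compound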
DDE Tn7 FP inh: inhibitors of Tn7 peptide binding to human fibrin DD(E). P02675. FP displacement of FITC-Tn7 peptide from fibrin DD(E); 0% = median of compound wells per plate. inhibition, % at 8.3 µM. hit rate 0.13% among 370,000. AID 720508;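 active = inhibition above the mean of compounds falling within the control limits plus 3 SD of them, cut at about 14% in these data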;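 note: 0% = plate median of compound wells and 100% = 10 µM Aha-Tn7 peptide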
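Assay system: Human fibrin DD(E) protein | Medium: Tris buffer with calcium and detergent, pH 7.8 | Reagent: 0.1 µM fluorescent Tn7 | Compound dosing: Single point at 8.3 µM | Times: 10 min preincubation, 3 h with tracer, room temperature | Detection: Fluorescence polarization of the labelled Tn7 tracer | Controls: Aha-Tn7 high control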
PLCb3 inh: inhibitors of human phospholipase C beta3 | Q01970 | Purified PLC-beta3, fluorogenic substrate, fluorescence | inhibition, % at 12.2 µM | hit rate 0.18% among 370,000 | AID 720704; in the data active = inhibition above about 11%;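 note: 0% = median of compound wells on plate and 100% = full blocker control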
NR1D1 modulator: Rev-erb alpha (human) modulation | P20393 | hit rate 0.79% among 370,000 | activity, % at 10 µM | Rev-erbα–FITC-DNA binding, fluorescence polarization, 90 min | AID 1259318;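 active = activity above about 14%, limit read from the data; passing the limit was not always enough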;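 note: 0% = DMSO wells with 35 nM protein and 100% = DMSO wells with 750 nM protein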
Target sequence (P20393 whole entry, looked up): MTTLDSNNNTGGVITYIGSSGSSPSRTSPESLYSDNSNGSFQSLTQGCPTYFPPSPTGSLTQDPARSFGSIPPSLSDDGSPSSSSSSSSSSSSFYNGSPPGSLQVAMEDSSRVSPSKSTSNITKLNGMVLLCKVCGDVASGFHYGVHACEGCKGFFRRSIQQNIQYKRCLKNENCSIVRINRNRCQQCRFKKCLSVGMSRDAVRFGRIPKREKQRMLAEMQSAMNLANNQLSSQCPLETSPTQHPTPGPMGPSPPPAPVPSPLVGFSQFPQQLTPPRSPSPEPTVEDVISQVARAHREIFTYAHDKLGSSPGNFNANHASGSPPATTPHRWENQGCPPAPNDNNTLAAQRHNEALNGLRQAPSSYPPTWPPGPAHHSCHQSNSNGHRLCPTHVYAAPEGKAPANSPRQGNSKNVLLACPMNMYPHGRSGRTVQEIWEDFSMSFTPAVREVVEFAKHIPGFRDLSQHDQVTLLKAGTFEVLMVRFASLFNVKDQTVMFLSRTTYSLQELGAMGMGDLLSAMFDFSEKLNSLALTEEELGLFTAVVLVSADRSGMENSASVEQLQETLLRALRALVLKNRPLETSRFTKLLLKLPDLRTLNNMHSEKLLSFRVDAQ
Tn6 DDE FP: inhibitors of Tn6 peptide binding to human fibrin DD(E). hit rate 0.21% among 370,000. Fibrin DD(E) TRITC-Tn6 fluorescence polarization displacement. inhibition, % at 8.3 µM;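 active = inhibition above a per-campaign cutoff: mean of compounds within control limits plus 3 SD, cut at about 15% in these data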;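 note: 0% = median of all compound wells on the plate and 100% = blocking peptide control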
proKLK7 act: proKLK7 (human) activation, primary screen. purified proKLK7, EDANS-DABCYL substrate fluorescence; 100% is mature enzyme control, 0% vehicle. P49862. activation, % at 7 µM. hit rate 0.9% among 370,000;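 active = activation above the mean of all tested compounds plus 3 SD, computed per campaign excluding outliers beyond control limits, cut at about 13% in these data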
Target sequence (P49862 whole entry, looked up): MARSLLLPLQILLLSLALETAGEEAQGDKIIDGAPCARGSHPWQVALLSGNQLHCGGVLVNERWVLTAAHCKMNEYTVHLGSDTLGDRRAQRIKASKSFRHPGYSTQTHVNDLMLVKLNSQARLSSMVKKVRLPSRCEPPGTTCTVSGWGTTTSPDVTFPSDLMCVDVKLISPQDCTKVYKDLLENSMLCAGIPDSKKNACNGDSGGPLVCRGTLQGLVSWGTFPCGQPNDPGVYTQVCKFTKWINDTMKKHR
ASAP1 GAP inh: inhibitors of human ASAP1 ArfGAP activity; ASAP1-stimulated ARF1 GTP hydrolysis, GDP FP detection; inhibition, % at 16.5 µM; hit rate 0.19% among 360,000; in the data active = inhibition above about 25%;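 note: 0% = vehicle with enzyme and substrate and 100% = no enzyme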
sPLA2-III inh: Blocks human group III sPLA2 activity. Q9NZ20. QFRET BODIPY PC-A2 liposome hydrolysis, fluorescence. inhibition, % at 12.2 µM. hit rate 0.56% among 370,000. AID 743126;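 active = inhibition above mean plus 3 SD of compounds lying within the high and low control bounds, cut at about 19% in these data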;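 note: 0% = median of test compound wells and 100% = no enzyme DMSO wells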
* hit, by the source's call; . = no result given.

SMILES	UHRF1 binding	PLCg1 inh	ARFGAP1 inhibitor	DDE Tn7 FP inh	PLCb3 inh	NR1D1 modulator	Tn6 DDE FP	proKLK7 act	ASAP1 GAP inh	sPLA2-III inh
COc1ccccc1NC(=O)C(=O)/C=C(\O)c1ccccc1	-2	-10	-1	9	-17	-2	4	0.5	-2	-2
Cc1cc(NC(=O)CSc2nccn2-c2cccc(C)c2C)no1	-1	1	12	2	-5	1	-7	0.3	1	-12
CCOC(CCNC(=O)c1cn(-c2cccc(C)n2)cn1)OCC	7	3	3	-6	-1	3	1	-0.5	2	11
Cc1cccc(C(=O)N2CCc3cc(-c4csc(NC(=O)CN5CCCC5)n4)ccc32)c1	-2	2	2	-10	-3	7	-7	0.3	1	-5
Cn1c(Cc2cccs2)nnc1SCC(=O)Nc1ccc(C(N)=O)cc1	4	5	8	-5	3	4	6	-0.2	-13	7
Cc1cc(Cl)c(S(=O)(=O)Nc2ccc3c(c2)OCCO3)cc1OCC(=O)NC1CCCCC1	-1	1	11	1	0	-1	2	0.9	-2	-5
CCOC(=O)c1sc(=NC(=O)c2ccc(C)c(C)c2)n(C)c1C	3	-1	11	0	-2	8	-7	0.6	7	1
CC(C)(CO)NC(=S)NCc1ccco1	-4	-4	2	1	-13	-3	2	-0.5	10	-1
COc1ccc(NC(=O)CN2CCN(c3c(C)cc(C)cc3C)CC2)cc1	1	1	-4	11	-6	6	3	0.2	-6	10
CN(C)c1ccc(/C=N/NC(=O)CNC(=O)/C=C/c2ccco2)cc1	-1	-7	-3	6	-20	-1	6	0.4	-2	4
CC(C)n1nc(Cc2cccc3ccccc23)c(C#N)c1N	6	3	6	-2	-1	-2	-3	0.3	1	-14
CCN(CC)C(=O)[C@H]1CC(CC(=O)NCCc2ccccn2)C(=O)N2CCc3c([nH]c4ccccc34)[C@]12C (some centres not stated)	1	2	-6	3	4	4	-7	0.4	-1	6
CC(C)c1ccc(C(=O)NNC(=O)c2n[nH]c(=O)c3ccccc23)cc1	-4	-1	-11	-6	-2	-9	-5	0.2	1	-13
O=C(CN1C2=NCCN2c2ccccc21)C12CC3CC(CC(C3)C1)C2	1	3	5	-9	0	-4	-2	0.3	-10	-18
CSCc1ccc(C(=O)NCc2ccccc2)cc1	-1	4	8	6	4	7	5	-0.2	4	1
Clc1ccc(/C=N/c2c(-c3ccc(Cl)cc3)nc3n2CCS3)cc1	1	5	12	-1	9	-1	-8	0.1	0	-20
COc1ccc(C(=O)NCC2(c3ccccc3)CCCC2)c(OC)c1	-1	-3	1	-3	-7	5	1	1.0	-5	-4
COc1cc(CCCN2C(N)=NC[C@H]2Cc2ccc(O)cc2)cc(OC)c1OC	0	1	5	4	1	1	0	-0.3	11	4
CC12CN3CC(C)(CN(C1)C3c1ccccc1)C2O (configuration not stated)	0	0	-4	-2	-5	-5	-7	0.2	-1	3
O=C(CSc1n[nH]c(-c2ccccc2)n1)NC1CCCCC1	-2	0	-2	-8	-6	-1	2	0.3	5	-4
O=C(NCc1cccnc1)c1cccn1-c1ncc(C(F)(F)F)cc1Cl	2	0	0	-4	-2	1	-6	-0.8	0	2
C=CCn1c(SCC(=O)c2c(N)n(C3CC3)c(=O)[nH]c2=O)nnc1-c1ccoc1C	-1	2	-8	7	-10	-4	2	0.2	-9	6
C/C(=N/NC(=O)c1ccccn1)c1ccco1	-2	-1	-5	3	7	2	2	0.3	5	9
CC(C)CN(C(=O)CSc1nc(-c2ccccc2)cn1N)c1c(N)n(Cc2ccccc2)c(=O)[nH]c1=O	-2	-12	-10	5	-13	3	1	2.0	8	-8
O=C1c2ccccc2C(O)(c2ccccc2)N1CCc1ccccc1 (configuration not stated)	0	3	5	-5	-5	-1	-1	-0.7	3	-10
CC(C)(C)c1ccc(C(=O)NCCC(=O)NC2=NCCS2)cc1	-2	2	-25	0	-4	1	-1	-0.3	5	6
O=C(Nc1ccc(-c2nnn(CC(=O)N3CCN(C(=O)c4ccco4)CC3)n2)cc1)c1ccccc1F	-2	-1	12	-1	0	-3	0	-0.5	9	-5
Cn1c(=O)c2c(nc(Cl)n2CCOc2ccccc2)n(C)c1=O	-1	1	16	-4	-4	-4	-7	0.2	10	5
OCC[C@H]1C[C@@H](O)[C@H](O)[C@@]2(CCCCO2)O1	4	-3	1	6	3	2	-6	0.7	12	12
COc1cccc(C(C(=O)NC2CCCCC2)N(C(=O)c2cccs2)c2ccc3c(c2)OCO3)c1 (configuration not stated)	0	0	4	-6	-6	0	-3	0.1	2	-3
NC(=O)C1(C(N)=O)OC1c1ccccc1 (configuration not stated)	-3	3	-16	3	-6	5	-5	-0.1	-3	-1
O=C(CNS(=O)(=O)c1ccccc1)NCc1ccccn1	-1	2	-6	4	3	0	1	-0.4	16	2
O=C(NC1CCCCC1)c1cc(C(=O)c2ccccc2Br)c[nH]1	0	3	5	4	-5	-5	7	0.2	1	0
O=c1cc(-c2ccc(Cl)c(Cl)c2)[nH][nH]1	7	2	16	3	-1	-6	0	0.2	11	-4
O=C1NN=C(c2ccccc2)C1Cc1ccccc1 (configuration not stated)	-6	-3	-6	8	-5	5	1	0.1	-6	-17
COc1cc(C(=O)NCCOc2cc(C)cc(C)c2)cc(OC)c1OC	-2	-1	-7	7	-6	-7	4	0.3	-15	1
c1ccc(-c2nnc(SCc3cn4ccsc4n3)o2)cc1	-4	3	2	-1	1	0	-3	-0.1	1	0
N#C/C(=C\c1cccc([N+](=O)[O-])c1)c1ccccn1	-5	-2	-6	8	1	1	6	0.3	-1	-5
CC(C)c1ccc(NC2CCCN(C(=O)c3cnc4ccccn4c3=O)C2)cc1 (configuration not stated)	4	0	-5	-4	-3	-5	1	0.1	-4	3
CC(=O)c1cc2c(C)cc(=O)oc2cc1O	-6	-233	-8	-1	-236	.	4	-73	-7	0
CCCCn1nc(C(=O)OCC(=O)Nc2sccc2C(N)=O)c2ccccc2c1=O	4	-3	7	2	-8	-5	-3	0.5	2	-2
CS(=O)(=O)N(CC(=O)N1CCCC1)C1CCCCC1	0	2	1	0	2	2	0	0.8	8	2
CC1(C(=O)Nc2ccc3c(c2)OCO3)CCN1Cc1ccccc1OC(F)F (configuration not stated)	0	-2	-3	-1	-3	7	-3	-0.1	0	-2
COC(=O)[C@]1(Sc2ccc(C)cc2)CC(=O)N[C@@H]1c1ccco1	3	-23	12	-2	-31	0	-10	5.5	-7	8
Cc1cc(OCC(O)CN2CCN(c3ccccn3)CC2)cc(C)c1Cl (configuration not stated)	3	2	-6	-3	-6	3	6	0.7	11	-13
NCCCCCNC(=O)c1nc[nH]c1C(=O)NCC(=O)OCc1ccccc1	7	5	8	-1	3	-4	4	-0.6	4	10
N#Cc1ccccc1OCCn1cncn1	-2	1	-9	6	-4	2	-5	0.1	-2	2
CN1CCN(C(=S)Nc2ccc([N+](=O)[O-])cc2)CC1	2	8	3	5	9	-2	-3	0.9	7	1
O=C(O)c1nnn(-c2cccc(C(F)(F)F)c2)c1-c1ccccc1	2	0	-5	-1	-10	0	0	-0.1	1	0
Cc1ccccc1Nc1nc(N)nc(CSc2nc3ccccc3c(=O)n2C)n1	5	-2	0	2	-1	22	0	-0.3	13	2
CC(C)c1nc2sc3c(=S)nc[nH]c3c2c2c1CCC2	-3	-3	4	-1	-9	16	1	0.3	3	6
Cc1cccc(C)c1NC(=O)C1(C)CN(S(C)(=O)=O)CC(=O)N1CCc1ccccc1F (configuration not stated)	4	1	-11	-8	-2	-5	12	-0.4	-7	12
CCn1c(Cc2ccccc2)nnc1SCC(=O)Nc1ccc2c(c1)OCO2	-4	0	-3	6	0	3	-1	0.6	-11	-4
O=C(OCCNC(=O)c1ccc2ccccc2n1)c1cccnc1	-5	3	10	5	5	0	-2	0.7	4	-5
COC(=O)CCC(=O)NNC(=O)C1CC1(c1ccccc1)c1ccccc1 (configuration not stated)	1	-1	-1	5	-11	-9	-5	0.0	5	9
COc1ccc(NC(=O)CCCNS(=O)(=O)c2cccs2)cc1	-2	-2	13	-3	-1	6	-6	0.0	4	0
COc1ccc2oc(C)c(C(=O)c3ccc(C)cc3)c2c1	-1	-3	-6	1	-5	1	-5	-0.1	-11	1
C[C@@H]1C=CCCO[C@]12C(=O)N(Cc1ccccc1C(F)(F)F)c1cccc(Br)c12	3	0	-2	3	-3	-2	5	0.6	2	7
CCOC(=O)C1=C(C)NC(=O)NC1c1ccc2c(c1)OCCO2 (configuration not stated)	-1	0	-3	3	0	4	-1	0.2	-8	-2
CCOC(=O)c1sc(S(C)=O)c2c1CCc1conc1-2 (configuration not stated)	-5	-12	-7	-8	-22	-3	-6	-0.6	4	1

(cont.)
SMILES	UHRF1 binding	PLCg1 inh	ARFGAP1 inhibitor	DDE Tn7 FP inh	PLCb3 inh	NR1D1 modulator	Tn6 DDE FP	proKLK7 act	ASAP1 GAP inh	sPLA2-III inh
O=c1ccc2ccc(Oc3ccc(Cl)cc3[N+](=O)[O-])cc2o1	-1	-1	5	3	-12	-5	1	0.3	0	0
COC(=O)Cc1csc(NCc2ccccc2)n1	-1	-3	-13	-7	-7	2	3	-0.4	7	-5
Cc1ccc(S(=O)(=O)N2CCCC2CNC(=O)c2ccccc2)cc1 (configuration not stated)	-1	0	-1	-5	-8	5	-3	0.9	8	-8
CC(=O)c1ccc(NC(=O)C2CCCO2)cc1 (configuration not stated)	-1	-2	-2	0	-5	-2	6	-0.3	9	4
CC1(C)CC(=O)C=C(NCc2ccco2)C1	2	3	-2	0	3	-4	0	0.2	1	7
O=C(/C=C/c1ccccc1Cl)c1ccc[nH]1	1	5	8	-7	2	-2	-7	-0.7	6	-11

A different layout for 4 compounds above:
O=C(NCc1cccnc1)c1cccn1-c1ncc(C(F)(F)F)cc1Cl
  UHRF1 binding: 2 | PLCg1 inh: 0 | ARFGAP1 inhibitor: 0 | DDE Tn7 FP inh: -4 | PLCb3 inh: -2 | NR1D1 modulator: 1 | Tn6 DDE FP: -6 | proKLK7 act: -0.8 | ASAP1 GAP inh: 0 | sPLA2-III inh: 2
C=CCn1c(SCC(=O)c2c(N)n(C3CC3)c(=O)[nH]c2=O)nnc1-c1ccoc1C
  UHRF1 binding: -1 | PLCg1 inh: 2 | ARFGAP1 inhibitor: -8 | DDE Tn7 FP inh: 7 | PLCb3 inh: -10 | NR1D1 modulator: -4 | Tn6 DDE FP: 2 | proKLK7 act: 0.2 | ASAP1 GAP inh: -9 | sPLA2-III inh: 6
C/C(=N/NC(=O)c1ccccn1)c1ccco1
  UHRF1 binding: -2 | PLCg1 inh: -1 | ARFGAP1 inhibitor: -5 | DDE Tn7 FP inh: 3 | PLCb3 inh: 7 | NR1D1 modulator: 2 | Tn6 DDE FP: 2 | proKLK7 act: 0.3 | ASAP1 GAP inh: 5 | sPLA2-III inh: 9
CC(C)CN(C(=O)CSc1nc(-c2ccccc2)cn1N)c1c(N)n(Cc2ccccc2)c(=O)[nH]c1=O
  UHRF1 binding: -2 | PLCg1 inh: -12 | ARFGAP1 inhibitor: -10 | DDE Tn7 FP inh: 5 | PLCb3 inh: -13 | NR1D1 modulator: 3 | Tn6 DDE FP: 1 | proKLK7 act: 2.0 | ASAP1 GAP inh: 8 | sPLA2-III inh: -8

Rows are unselected; about 4.5% have a hit in one of these screens.
